# HSF-1 act – increases HSF-1 driven luciferase reporter signal. NIH3T3-HGL HSF-1 luciferase reporter, MG132, 8 h; 100% = twice DMSO control signal. activation, % at 9 µM. hit rate 1.7% among 300,000;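 active = mean replicate activation of at least 50% with a set share of replicates each reaching 50%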;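 also: 0% = median of the neutral control wells and 100% = twice that signal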
# IEC-6 cytotox – IEC-6 cytotoxicity, counter-screen for KLF5 inhibitors; inhibition, % at 5 µM; hit rate 0.78% among 290,000; luminescence viability; AID 1825; in the data active = inhibition above about 22%;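 also: 0% = plate median of test compound wells and 100% = cytotoxic reference compound wells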
# HSF1 inh – HSF1 inhibition; NIH3T3-HGL HSE-luciferase, MG132-induced, luminescence 8 h; stronger effect = lower value; hit rate 0.77% among 300,000; activity change, negative = inhibition, % at 7.5 µM (by protocol);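 active = more than half of replicate wells show activity change below -50%, luminescence cut by over half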;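 also: luciferase reports HSF-1 transcriptional activity via heat shock element; 0% = median of DMSO wells and -100% = zero luminescence signal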
# KLF5 inh – inhibitors of KLF5 expression; DLD-1 KLF5 promoter-luciferase reporter, luminescence; hit rate 0.23% among 290,000; AID 1700; inhibition, % at 5 µM;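 active = inhibition above a per-plate limit of that plate's mean compound inhibition plus 3 SD, cut at about 60% in these data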;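 also: 0% = DMSO wells and 100% = LY294002 at 200 µM; higher means less KLF5 promoter-driven luciferase light; inactives centre near -14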
# AI-2 QS modul – modulators of Vibrio harveyi AI-2 quorum sensing system. Vibrio harveyi JMH597 AI-2 luminescence/OD600 ratio, 9 h; stronger effect = lower value; strain lacks LuxN and CqsS sensors; 0 = neutral-control median. hit rate 0.4% among 300,000. activity change, % at 7.5 µM; in the data active = activity change below about -75%, passing the limit was not always enough;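 also: luminescence divided by OD600 gain over 9 h not by final OD600 alone; inactives centre near 13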
# aSyn 5UTR inh – 5' untranslated region of α-synuclein, MLPCN primary screen | inhibition, % (tested at 7.5 µM) | alpha-synuclein 5'UTR reporter, inhibitor activity | hit rate 0.82% among 300,000; in the data active = inhibition above about 60%;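 also: H4 neuroglioblastoma cells stably carrying SNCA 5'UTR luciferase fusion; 0% = DMSO wells and 100% = positive control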
# GSK3beta inhib – inhibitors of human GSK3beta kinase | activity score (negative = inhibition), % at 10 µM | GST-GSK3beta kinase, ADP-Glo luminescence, 60 min; stronger effect = lower value | hit rate 0.038% among 300,000 | P49841;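 active = more than half of replicate wells score below -50%, meaning over 50% inhibition versus plate controls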;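 also: 0% = median DMSO wells and -100% = median GW8510 positive control wells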
# Target sequence (P49841 whole entry, looked up): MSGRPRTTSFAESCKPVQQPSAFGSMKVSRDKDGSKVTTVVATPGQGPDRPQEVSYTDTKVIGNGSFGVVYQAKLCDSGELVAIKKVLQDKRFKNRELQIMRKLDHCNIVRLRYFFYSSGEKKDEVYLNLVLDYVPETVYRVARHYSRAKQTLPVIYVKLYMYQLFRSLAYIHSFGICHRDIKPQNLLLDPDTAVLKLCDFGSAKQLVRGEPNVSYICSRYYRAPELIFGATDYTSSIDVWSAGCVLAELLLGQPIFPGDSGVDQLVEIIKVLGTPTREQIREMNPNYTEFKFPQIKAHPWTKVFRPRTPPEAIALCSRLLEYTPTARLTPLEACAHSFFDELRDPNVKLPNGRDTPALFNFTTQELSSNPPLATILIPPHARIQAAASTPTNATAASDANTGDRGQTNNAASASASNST
#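 Assay system: GST-fused GSK3beta enzyme, cell-free / Medium: Tris pH 7.5 buffer with MgCl2, DTT, BSA, heparin / Also added: peptide substrate plus 25 µM ATP (final) / Compound: 10 µM single point / Timing: kinase reaction with compound 60 min at room temperature / Detection: ADP-Glo luminescence / Benchmarks: DMSO neutral wells and GW8510 at 20 µM as positive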
# GSK3 alpha inh – human GSK-3 alpha kinase inhibition; P49840; ADP-Glo luminescence, 60 min; inhibition, % at 10 µM; hit rate 0.1% among 320,000; AID 2650;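 in the data active = inhibition above about 50%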;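 also: GST-tagged GSK-3 alpha with peptide substrate and 25 µM ATP; 0% = DMSO neutral wells and 100% = GW8510 positive control wells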
# Target sequence (P49840 whole entry, looked up): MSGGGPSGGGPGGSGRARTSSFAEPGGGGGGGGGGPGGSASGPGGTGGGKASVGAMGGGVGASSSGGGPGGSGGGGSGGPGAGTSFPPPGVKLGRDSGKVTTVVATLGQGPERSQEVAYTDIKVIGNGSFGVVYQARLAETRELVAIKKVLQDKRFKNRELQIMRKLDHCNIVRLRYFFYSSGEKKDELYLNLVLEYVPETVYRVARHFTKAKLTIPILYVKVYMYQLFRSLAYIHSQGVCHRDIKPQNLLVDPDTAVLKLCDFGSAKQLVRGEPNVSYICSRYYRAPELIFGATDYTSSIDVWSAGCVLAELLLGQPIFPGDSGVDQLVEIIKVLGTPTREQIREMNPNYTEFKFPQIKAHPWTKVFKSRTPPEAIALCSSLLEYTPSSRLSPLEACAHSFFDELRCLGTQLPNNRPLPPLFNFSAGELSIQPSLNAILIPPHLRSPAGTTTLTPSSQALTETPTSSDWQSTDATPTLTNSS
# PolyA inh – yeast polyadenylation inhibition; S. cerevisiae SKY197-pL101 polyadenylation reporter, beta-gal luminescence; efflux-impaired pdr1/pdr3 knockout yeast; score 100 = 6 SD above DMSO; calls only at 12 µM; hit rate 0.02% among 300,000; AID 1875;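 active = lowest replicate activity score at least 50, where 100 means six control SD above control mean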;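 also: yeast exposed to compound for 9 h at 30 °C; higher score means more reporter readthrough which indicates perturbed polyadenylation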
# HSP90 refold inh – inhibitors of HSP90 luciferase refolding in rabbit reticulocyte lysate. luciferase refolding luminescence, 3 h. inhibition, % at 5.6 µM. hit rate 0.91% among 290,000. AID 1789;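 active = inhibition above the screen-wide mean plus 3 SD, computed separately per campaign, cut at about 16% in these data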;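 also: 0% = DMSO wells and 100% = 60 µM geldanamycin wells; inhibitors lower the luminescence because luciferase stays unfolded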
# * hit, by the source's call; i = inactive; / = not tested or not shown. An excerpt, so the mix of outcomes need not match the whole.
SMILES,HSF-1 act,IEC-6 cytotox,HSF1 inh,KLF5 inh,AI-2 QS modul,aSyn 5UTR inh,GSK3beta inhib,GSK3 alpha inh,PolyA inh,HSP90 refold inh
CCc1nc(C)ccc1OC(=O)C12CC3CC(CC(C3)C1)C2,-12,2,-2,-5,24,7,0,-2,i,2
CCN(c1ccccc1)S(=O)(=O)c1cc(C(=O)O)ccc1C,-10,-5,1,-28,0,2,-1,-2,i,-1
O=C(Nc1ccc(N2CCOCC2)cc1)c1ccc([N+](=O)[O-])o1,146*,79*,128,10,32,-103,-2,-1,i,1
Cc1nc2scc(C)n2c(=O)c1S(=O)(=O)Nc1ccc(N2CCOCC2)cc1,-16,-5,-5,-18,39,12,-1,6,i,-1
COc1ccc(NC(=O)CN(C)C(=O)c2cccc(S(=O)(=O)N3CCN(C)CC3)c2)cc1,0,/,-8,/,-2,20,4,-1,i,/
O=C(Nc1ccccc1)c1cnc2ccccc2n1,5,19,8,-27,-2,-116,-6,-3,i,4
O=C(NCC(=O)N1CCCCCCC1)c1ccccc1Br,-6,/,0,/,14,-1,-4,0,i,/
CN(C)c1cccc(C(=O)NNC(=S)NC2CCCC2)c1,25,5,26,-69,16,-64,1,-2,i,-1
O=C(NCc1cc2ccccc2[nH]1)C1CCC(=O)N(CCCN2CCCC2=O)C1 (stereo unspecified),-5,10,-1,-18,-15,-16,-5,0,i,0
CCCCn1c(N)c(N(CCOC)C(=O)c2ccc(N3C(=O)CCC3=O)cc2)c(=O)[nH]c1=O,2,/,2,/,5,-2,0,2,i,/
CC1CN(S(=O)(=O)c2ccc(-c3nc4ccccc4s3)cc2)CC(C)O1 (stereo unspecified),-2,0,-2,6,9,-3,-2,-1,i,0
O=C(NC(=S)Nc1cc(Cl)ccc1N1CCOCC1)c1ccc(-c2cccc(Cl)c2)o1,10,-6,1,-15,-2,6,1,-7,i,-4
Cc1ccc(NC(=S)NC(=O)c2ccc(F)cc2)cc1S(=O)(=O)Nc1cccc(Cl)c1,-36,11,-22,26,45,81*,2,0,i,5
C=CCn1c(=N)c(C(=O)NCCCOC)cc2c(=O)n3cc(C)ccc3nc21,21,1,0,9,23,-7,0,0,i,4
Cc1ccsc1/C=N\NC(=O)c1cc(C(C)(C)C)[nH]n1,46,4,15,-156,8,-138,-1,-1,i,-3
NNc1nc(NCc2ccccc2)nc(N2CCOCC2)n1,-4,1,-9,-18,19,0,0,-1,i,0
Cc1ccc(C(=O)N2CC(C)OC(C)C2)cc1[N+](=O)[O-] (stereo unspecified),-4,-2,-4,-22,21,3,-5,-1,i,-3
CC1Cc2ccccc2N1C(=O)COC(=O)CSc1ccc(F)cc1 (stereo unspecified),0,/,-2,/,25,-1,0,-1,i,/
O=C(CN(c1ccccc1Cl)S(=O)(=O)c1ccccc1)N/N=C/c1ccccc1C(=O)O,9,1,-5,-18,18,3,4,-1,i,1
CCCNC(=O)COC(=O)c1ccc(S(=O)(=O)N2CCCCCC2)cc1,6,-10,-6,-25,18,-2,-3,7,i,-3
Cc1nn(CCOc2ccccc2)c(=O)n1-c1ccccc1F,17,2,7,-39,7,-99,3,/,i,-3
Cc1cccc(/C(N)=N/OC(=O)Cc2ccccc2)c1,33,6,12,-17,-48,-142,-4,-4,i,-3
Cc1ccc(OCC(=O)O/N=C(\N)c2cccc([N+](=O)[O-])c2)cc1C,20,10,1,-11,4,23,-5,0,i,0
COc1ccccc1C(C)NC(=O)c1ccc(C)o1 (stereo unspecified),3,6,-4,-25,6,-25,2,-2,i,3
COc1cccc(NC(=O)CN(C)CC(=O)Nc2ccc(C)c([N+](=O)[O-])c2)c1,-20,-5,-17,-14,5,3,3,-2,i,4
CC1CCN(C(=O)CSc2nc(N)cc(N)n2)CC1,/,-1,/,-26,54,-6,-4,-1,/,1
COC(=O)c1cc(OC)c(OC)cc1NC(=O)C1CCC(=O)N1S(=O)(=O)c1ccc(C)cc1 (stereo unspecified),10,4,-3,-5,33,20,-3,-1,i,7
CCOc1ccc(C(=O)C2CCN(C(=O)c3ccccc3C(=O)O)CC2)cc1,5,4,-1,-7,29,-4,-4,-6,i,-3
Cc1ccc(NC2SC(=O)N(CC(=O)O)C2=O)cc1 (stereo unspecified),-16,2,-12,-34,23,14,-1,-2,i,2
COCc1nnc(NC(=O)CCC2CCCCC2)s1,9,-2,5,-6,17,-19,2,-1,i,-5
COc1ccc(COc2ccc(S(=O)(=O)N3CCCC3)cc2C(N)=O)cc1F,9,4,-4,14,20,2,0,-2,i,-3
Cc1nc(SCC(=O)N2c3ccccc3Sc3ccccc32)n[nH]1,0,4,-3,1,4,-18,2,-2,i,7
O=C(Nc1ccccc1F)c1ccco1,-5,-1,-4,-6,1,-39,1,-4,i,0
CC(=O)Oc1cccc(C(=O)Nc2ccc(NC(=O)c3cccs3)cc2)c1,3,9,0,-48,18,-106,0,16,i,3
CCOC(=O)C1(CCOc2ccccc2)CCN(S(=O)(=O)N(C)C)CC1,-25,-3,-7,-26,7,18,2,-3,i,6
CC(=O)NC(Cc1c[nH]c2ccccc12)C(=O)OCC(=O)Nc1ccc2c(c1)OCO2 (stereo unspecified),17,2,5,5,15,19,2,-1,i,2
Cc1onc(-c2ccccc2)c1C(=O)OCC(=O)Nc1ccc2c(c1)OCO2,5,0,8,-4,20,8,3,-2,i,-3
CN(C)S(=O)(=O)c1ccc(S(=O)(=O)NCCN2CCOCC2)cc1,1,5,2,-34,-6,4,-5,-1,i,-6
O=C(CN1CCN(S(=O)(=O)c2ccccc2)CC1)Nc1ccc(Cl)c([N+](=O)[O-])c1,-20,/,1,/,6,-2,0,0,i,/
COc1ccc(OC)c(C2CC(=O)c3c([nH]c(C(=O)OCC4CCCO4)c3C)C2)c1 (stereo unspecified),-10,0,-3,-34,-1,-24,4,-2,i,0
Cc1ccccc1NC(=O)c1cccc(Cn2cc(Br)c([N+](=O)[O-])n2)c1,17,0,2,-10,5,21,0,2,i,3
O=C(c1ccc(Cl)cc1)c1c[nH]cc1-c1ccccc1,13,-1,-5,-14,12,21,3,0,i,6
O=[N+]([O-])c1ccc(NNC(=S)Nc2ccccc2)cc1,-7,-3,9,-116,-8,-122,-9,3,i,1
CCOC(=O)c1c(C)[nH]c2ccc(O)cc12,12,-6,0,-1,13,-31,-4,2,i,2
CC1CCCCN1CCNC(=O)C1CCCN(S(=O)(=O)c2cccc3nsnc23)C1 (stereo unspecified),8,4,-4,-8,13,-13,1,7,i,4
Nc1nc(CSc2nc3ccccc3[nH]2)nc(N2CCOCC2)n1,6,4,-6,-12,6,-6,-1,1,i,2
O=C(Cc1ncc(C(F)(F)F)cc1Cl)NCCc1ccccc1,-4,-2,8,-6,11,7,-1,4,i,1
CCOC(=O)/C=C/c1ccc2c(c1)S(=O)(=O)N(Cc1ccc(OC)cc1)[C@H]2CC(=O)OCC,8,/,7,/,-5,-16,3,0,i,/
Cc1ccc(N(C(=O)c2ccccn2)C(C(=O)NC2CCCCC2)c2ccncc2)cc1 (stereo unspecified),15,-6,9,-25,/,-9,/,0,i,-3
Cc1cc(C)c(C#N)c(SC2CCCCC2=O)n1 (stereo unspecified),-7,1,7,10,21,15,2,2,i,2
CCOC(=O)C1CCCN(Cc2ccc(OCc3ccccc3)c(OC)c2)C1 (stereo unspecified),8,-1,14,-29,6,-20,1,0,i,2
O=C(Cc1sc(-c2ccccc2)nc1-c1ccccc1)Nc1ccc(Cl)cc1,0,-1,2,-31,12,13,-4,12,i,2
CC(C)(C)NC(=S)NNC(=O)c1ccncc1,-4,-3,-2,3,6,-15,3,-2,i,-1
CN(C(=S)Nc1ccc(SC(F)F)cc1)C(c1ccccc1)c1ccccc1,-6,3,-3,-27,6,22,0,0,i,0
COc1ccc(/C=N/n2c(-c3ccco3)nc3ccccc3c2=O)cc1,9,8,9,-32,11,5,0,0,i,19*
CCOC(=O)C1(Cc2ccc(OC)cc2)CCN(C(=O)c2cc(C)on2)CC1,11,-6,-1,2,9,-27,-3,5,i,-4
COc1cc(NC(=O)C2CCCO2)c(OC)cc1NC(=O)c1ccccc1 (stereo unspecified),28,-2,12,0,13,-21,3,-3,i,-2
O=C(NC(=S)Nc1cccnc1)c1cccc(Br)c1,14,-2,16,-9,21,-52,-3,5,i,1
CCN(CC)CCn1c2c(c(SCC(=O)Nc3nccs3)nc1=O)CCCC2,-18,/,-12,/,16,3,-2,13,i,/
COc1ccc(OC)c(NC(=O)CCOc2cccc(C)c2)c1,-20,-1,1,-10,14,17,1,-1,i,1

# Next entries follow.
SMILES,HSF-1 act,IEC-6 cytotox,HSF1 inh,KLF5 inh,AI-2 QS modul,aSyn 5UTR inh,GSK3beta inhib,GSK3 alpha inh,PolyA inh,HSP90 refold inh
Cc1c(C=O)c2cc(OCc3ccccc3)ccc2n1C,34,6,27,-119,13,-76,-1,-5,i,-6
CCOc1ccc(/C=C2\NC(=S)NC2=O)cc1,12,1,8,-26,-2,15,1,/,i,4
O=C(/C=C/c1ccccc1Cl)Nc1cccnc1,58*,4,28,-116,23,-150,-3,1,i,6
COc1ccc(CNC(=O)Nc2cccc(C(F)(F)F)c2)cc1OC,11,0,0,11,-10,13,-1,1,i,-2
CC(C)CNC(=O)NC(=O)COc1c(F)c(F)cc(F)c1F,26,-1,-2,-62,6,-16,-1,-1,i,-4
O=C(NNC(=O)C1CCN(Cc2ccc(F)cc2Cl)CC1)Nc1ccc([N+](=O)[O-])cc1,-3,-2,-5,-2,28,3,3,-3,i,0
CCOc1ccc(CNC(=O)CCS(=O)(=O)Cc2ccccc2C)cc1OC,/,4,/,-16,7,7,2,-4,i,1
CN(CCO)Cc1csc2ccc(Br)cc12,-17,-1,3,-52,6,10,-2,2,i,-10
CCN(CC)c1ccc(/C=N/NC(=O)c2cnccn2)cc1,-37,43*,-18,7,-19,-85,-1,/,i,1
CCOc1ccc(NC(=O)CN2CCN(CC(=O)Nc3ccc4c(c3)OCO4)CC2)cc1,-12,-3,0,5,14,10,-3,-2,i,-3
COc1ccc(OCCCC(=O)OC(C)C(=O)Nc2cccc(C(C)=O)c2)cc1 (stereo unspecified),-25,3,-12,-28,39,-3,3,4,i,4
COc1cccc(-c2csc(N3CCN(C(=O)Nc4ccc(Cl)cc4)CC3)n2)c1,18,12,13,-6,7,-31,-1,-1,i,4
CN(Cc1c(C(=O)N/N=C/c2ccccc2)nnn1-c1nonc1N)c1ccccc1,-11,-4,-10,-15,-10,-8,-20,-6,i,-1
CN(CC(=O)Nc1ccc(N2CCOCC2)cc1)C(=O)COc1ccccc1F,-5,4,0,-4,8,-12,-1,-1,i,3
Cc1ccc(CNC(=O)c2ccc(C#CC(C)(C)O)s2)cc1,8,-3,4,-29,11,-14,-5,-4,i,2

# Screens as filed in PubChem.
